Screening data from PubChem BioAssay.
uPA surface inh = blocks generation of uPA at the cell surface. AID 540303. actives 0.31% (n = 330,000). Potency, µM (highest dose often 38.3 µM), for inactives: at the highest dose activity change, negative = inhibition, most hits filed as inhibitors. cell surface uPA generation assay, qHTS; active = well fitted inhibition curve with a large enough effect; inconclusive = small, poorly fitted or top-dose-only effect; inactive = no such curve, though single readings can be large or run the other way; tested in mouse RAW 264.7 cells; note: potency is the fitted concentration of half-maximal effect; % is set by controls: 0 for no effect and ±100 for the full control effect; nearly all actives have a fitted effect of over 55% in size
NPC1 prom act = NPC1 promoter activation; Huh7 NPC1 promoter luciferase reporter, 24 h; Potency, µM (series often up to 9.22 µM), inactives show at the highest dose activation, usual class: activators; actives 2.4% (n = 320,000); AID 485313;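 note: potency is the fitted concentration of half-maximal effect; % of control where 0% means no effect; nearly all actives have a fitted effect of over 60% in size; reporter is driven by a mutant NPC1 promoter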
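Stably transfected Huh7 (NPC1 promoter→luciferase), 1500 cells/well in Opti-MEM + 10% FBS, 2 h settle, then compound 24 h at 37 °C. Luminescence after 10 min with Amplite reagent.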
RORgamma inh = blocks mouse ROR gamma transcriptional activity | P51450 | actives 5.4% (n = 310,000) | Potency, µM (doses to about 53.6 µM), inactives show top-dose activity change, negative = inhibition, actives largely listed as inhibitors | Drosophila S2 Gal4-RORgamma UAS-luciferase reporter, 20 h; note: potency is the fitted concentration of half-maximal effect; % is set by controls: 0 for no effect and ±100 for the full control effect; nearly all actives have a fitted effect of over 60% in size
Target sequence (P51450 whole entry, looked up, the tested form may be a part): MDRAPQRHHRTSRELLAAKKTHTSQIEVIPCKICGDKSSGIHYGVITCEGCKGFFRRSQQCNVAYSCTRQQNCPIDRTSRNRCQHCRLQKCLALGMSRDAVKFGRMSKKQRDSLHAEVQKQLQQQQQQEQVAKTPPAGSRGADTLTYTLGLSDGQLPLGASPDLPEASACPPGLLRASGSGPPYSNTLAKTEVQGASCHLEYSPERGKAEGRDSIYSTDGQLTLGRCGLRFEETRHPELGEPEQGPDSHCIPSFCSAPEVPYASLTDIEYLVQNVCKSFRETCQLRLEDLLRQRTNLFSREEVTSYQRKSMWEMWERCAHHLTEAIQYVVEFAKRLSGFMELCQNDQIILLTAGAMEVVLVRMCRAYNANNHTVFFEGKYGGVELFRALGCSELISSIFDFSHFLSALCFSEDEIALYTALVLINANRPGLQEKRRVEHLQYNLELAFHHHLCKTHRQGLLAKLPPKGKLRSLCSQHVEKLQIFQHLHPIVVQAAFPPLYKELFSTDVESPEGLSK
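Stable Schneider cell line, Gal4 DNA-binding domain fused to ROR gamma, UAS-luciferase. Cmpd 1 hr RT → CuSO4 700 uM final → 20 hr RT → luciferase reagent 10 min → luminescence.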
FLuc modulator = counter-screen for miR-21 project: firefly luciferase inhibitors or activators; P08659; purified FLuc, Km substrates, luminescence inhibition; AID 588342; actives 6.9% (n = 360,000); Potency, µM (titrated, usually from 57.5 µM), without a hit: top-dose activity change, negative = inhibition, hits mostly inhibitors;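 note: potency is the fitted concentration of half-maximal effect; plate controls were vehicle for no effect and reference inhibitor for full effect; nearly all actives have a fitted effect of over 55% in size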
Target sequence (P08659 whole entry, looked up): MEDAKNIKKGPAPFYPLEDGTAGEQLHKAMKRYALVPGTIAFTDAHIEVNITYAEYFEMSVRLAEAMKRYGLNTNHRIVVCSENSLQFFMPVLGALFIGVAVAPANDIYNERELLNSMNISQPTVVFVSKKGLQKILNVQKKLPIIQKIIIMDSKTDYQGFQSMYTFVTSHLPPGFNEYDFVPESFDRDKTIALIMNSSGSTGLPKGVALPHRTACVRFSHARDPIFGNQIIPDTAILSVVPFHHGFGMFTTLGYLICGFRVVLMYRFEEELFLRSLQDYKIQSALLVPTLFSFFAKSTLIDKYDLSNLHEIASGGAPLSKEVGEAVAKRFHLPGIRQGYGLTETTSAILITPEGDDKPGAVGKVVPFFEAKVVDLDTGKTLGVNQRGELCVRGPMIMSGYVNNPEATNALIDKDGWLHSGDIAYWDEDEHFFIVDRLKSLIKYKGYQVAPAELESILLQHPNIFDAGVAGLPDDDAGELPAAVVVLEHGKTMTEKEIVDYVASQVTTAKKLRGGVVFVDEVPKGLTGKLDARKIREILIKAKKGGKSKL
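Purified P. pyralis luciferase, 10 nM final, with Km-level 10 uM D-luciferin and 10 uM ATP in 50 mM Tris acetate pH 7.5, 10 mM Mg acetate, 0.01% Tween-20, 0.05% BSA; 6-point qHTS titration about 60 µM downward; luminescence read.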
Tb PFK block = T. brucei PFK enzyme inhibition. O15648. T. brucei PFK, ADP-Glo luminescence. actives 0.17% (n = 330,000). Potency, µM (highest dose often 57.5 µM), inactives show at the top dose activity, negative = inhibition, most hits filed as inhibitors;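 note: potency is the fitted concentration of half-maximal effect; 0% = uninhibited 1x PFK enzyme wells and -100% = no-enzyme wells; nearly all actives have a fitted effect of over 60% in size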
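Activity is normalized to no-enzyme wells (full inhibition) and 1.25 nM enzyme wells (no inhibition). Reaction: 0.5 mM F6P, 0.1 mM ATP, 45 min RT, ADP-Glo luminescence; concentration-response curves fitted and classed by quality.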
Giardia kill = Giardia lamblia killing. AID 540267. Giardia lamblia trophozoite viability. activity change, % at 7.66 µM, hits read low. actives 0.15% (n = 340,000); in the data active = activity change below about -80%; inconclusive = between about -30% and that limit;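 note: parasites exposed to compound for two days anaerobically before the ATP read; % is set by controls: 0 for no effect and ±100 for the full control effect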
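Trophozoites 100 cells/well + cpd; 48 hrs, 37 deg C, anaerobic. ATPLite 1-Step added, 15-30 min RT, luminescence read (ATP-based viability).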
Coupling enz = coupling enzyme interference in Giardia aldolase counter-screen. coupling enzyme system counterscreen, AmpLite Red fluorescence. activity change, negative = inhibition, % at 58.2 µM, hits read low. actives 0.67% (n = 290,000). AID 2472; in the data active = activity change below about -30%; note: % is set by controls: 0 for no effect and ±100 for the full control effect
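Compounds tested against the coupling enzymes alone at 57.5 uM final; readout was AmpLite Red fluorescence (525/598 nm) after 20 min at RT.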
VP16 counter = inhibits Gal4-VP16 luciferase reporter, ROR gamma counter-screen; Drosophila S2 Gal4-VP16 UAS-luciferase, luminescence, 20 h; Potency, µM (series often up to 53.6 µM), inactives show at the highest dose activity, negative = inhibition, actives largely listed as inhibitors; actives 3.5% (n = 310,000);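 note: Gal4-VP16 expression switched on by copper sulfate through the metallothionein promoter; potency is the fitted concentration of half-maximal effect; % is set by controls: 0 for no effect and ±100 for the full control effect; nearly all actives have a fitted effect of over 50% in size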
KCNH2 3.1 inh = inhibitors of human KCNH2 3.1 potassium channel isoform. U2OS KCNH2 3.1, thallium flux FluxOr; active compounds read low. activity change, % (tested at about 1.8 µM). actives 0.95% (n = 340,000). AID 720553;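 active = maximum activity change below -70%; inconclusive = maximum activity change from -70% to -50%; inactive = maximum activity change above -50%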;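 note: thallium influx rate constant from kinetic fluorescence after stimulation buffer; % is set by controls: 0 for no effect and ±100 for the full control effect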
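FluxOr-based Tl+ influx in U2OS cells transduced with KCNH2 3.1 virus; rate constants normalized to DMSO controls.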
Rab9 promoter act = Rab9 promoter activation; Huh7 Rab9 promoter-luciferase reporter, luminescence, 24 h; Potency, µM (titrated, usually from 9.22 µM), for the others: top-dose activation, negative = inhibition, hits mostly activators; actives 2.8% (n = 320,000); AID 485297; note: potency is the fitted concentration of half-maximal effect; % of control where 0% means no effect; nearly all actives have a fitted effect of over 60% in size
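Huh7 cells stably carrying a Rab9 promoter-luciferase reporter, 1500 cells per well in OP-MEM I with 10% FBS, treated with compound 24 hours at 37C. Luciferase activity read by luminescence after 10 minutes with Amplite reagent.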
ELG1 genotox = genotoxicity induction in ELG1-luciferase HEK293T cells; HEK293T ELG1-luciferase reporter, luminescence, 16 h; Potency, µM (top dose mostly 46 µM), for the others: top-dose activity change, positive = activation, hits mostly activators; actives 1.3% (n = 330,000); AID 504466; note: potency is the fitted concentration of half-maximal effect; % of control where 0% means no effect; nearly all actives have a fitted effect of over 60% in size
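Reporter readout depends on ELG1 protein level, which increases with genetic stress. After 16 hr compound exposure at 37 °C, luciferase activity was quantified using ONE-Glo.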
Active calls of the source: *; ? = inconclusive; nt = not tested or not shown; & = joins results of further samples; [ ] = remark or other dose. Unless noted, calls come from the whole dose curve; as a rule, active = well fitted curve in the direction sought with a large enough effect; inconclusive = small, poorly fitted or top-dose-only effect, or another doubt; inactive = no such curve, though single readings can be large; an effect the other way counts as inactive or inconclusive.

smiles | uPA surface inh | NPC1 prom act | RORgamma inh | FLuc modulator | Tb PFK block | Giardia kill | Coupling enz | VP16 counter | KCNH2 3.1 inh | Rab9 promoter act | ELG1 genotox
CC(C)N(C(=O)[C@H]1C[C@H](CC(=O)NCc2cccc(C(F)(F)F)c2)C(=O)N2CCc3c([nH]c4cc(CCC(=O)N(C)C)ccc34)[C@]12C)C(C)C | ? | nt | nt | nt | 1% | 14 | nt | nt | -21 | nt | 0%
Cc1cc(NC(=O)/C=C\C(=O)O)c([N+](=O)[O-])cc1C | -9% | -2% | -15% | 4% | 5% | 19 | 6 | -4% | 15 | 1% | 0%
Cc1cc(C(=O)N2CCOCC2)c(C)o1 | 6% | -4% | -2% | 0% | -8% | -12 | -1 | -13% | -12 | -10% | 1%
O=C(CCCCn1c(=O)c2ccccc2n(CC(=O)Nc2cccc(F)c2)c1=O)NCc1ccco1 | 1% | -3% | ? | -2% | -2% | -17 | 3 | 1% | nt | 0% | 1%
CC(C)CCN(C(=O)c1cn2ccccc2n1)c1c(N)n(Cc2ccccc2)c(=O)[nH]c1=O | 10% | 1% | nt | 2% | -5% | 5 | nt | nt | 13 | 1% | -1%
C=CCn1c(SCC(=O)Nc2nncs2)nnc1-c1ccco1 | 2% | -4% | 2% | 1% | -4% | 18 | -2 | -2% | -3 | 0% | 0%
O=C(NC1CCS(=O)(=O)C1)c1ccc(S(=O)(=O)NCC2CCCO2)cc1 (stereo not given) | -6% | -2% | ? | -1% | 0% | -4 | 0 | 7% | -19 | -5% | -2%
Cn1c(N)c(C(=O)COC(=O)c2cc(C3CC3)nc3ccccc23)c(=O)n(Cc2ccccc2)c1=O | 16% | -2% | 14%&2% | 0% | 4% | -3 | -11&-2 | -6%&1% | -5 | 0% | -1%
Cc1ccc(NC(=O)C2CCN(c3ncnc4sc(C)c(C)c34)CC2)cc1S(=O)(=O)N(C)C | -11% | -6% | nt | 4% | 1% | -10 | nt | nt | -16 | -2% | -31%[inhibitor]
O=C(/C=C\c1ccco1)c1ccc(NC(=O)c2ccco2)cc1 | 2% | ? | 20% | 11µM* | -18% | -11 | 2 | ? | -8 | ? | ?
Cc1cccc(C)c1NC(=O)Cn1nnc(C(=O)Nc2ccc(F)cc2F)c1N | 3% | -3% | ? | -1% | 0% | -4 | -1 | -15% | 0 | -1% | -4%[9.26 µM]
C=CCNC(=O)/C(C#N)=C/c1ccccc1Cl | 2% | -1% | -41% | ? | -5% | -10 | 3 | 6% | 14 | 1% | 8%
C/C(=N\Nc1ccc(Cl)c(C(=O)O)c1)c1cccc([N+](=O)[O-])c1 | 9% | ? | 4% | 19µM* | 4% | 39[activator] | -2 | -12% | 8 | ? | 17%
CCOC(=O)c1ccc(NC(=O)c2cccnc2)cc1 | -3% | 23% | 21% | ? | 0% | 22 | 0 | 4% | 0 | 27% | 17%
Cc1cnc(C(=O)OCC(=O)Nc2ccc(Cl)cc2)cn1 | -4% | 4% | 11% | 1% | -1% | 20 | 4 | -4% | -6 | 13% | 1%
CCOc1ccc(NC(=O)NCCCN2CCCC2)cc1 | 1% | 0% | 0% | -1% | 1% | -4 | 0 | 13% | -23 | -1% | 4%
CCc1ccccc1N1CCN(S(=O)(=O)c2cc(OC)ccc2OC)CC1 | -8% | 0% | 15% | 2% | 0% | -14 | 1 | 5% | -24 | -13% | -4%
Cc1ccc(CNC(=O)c2ccc(OCC3CCCO3)cc2)cc1 (stereo not given) | 4% | 0% | 33% | ? | 8% | -1 | 4 | 5% | -10 | 4% | 4%
CCCc1noc2c1/C(=N\O)CC(CC(C)SCC)C2 (stereo not given) | -17% | 0% | 40% | ? | 0% | -7 | 4 | -8% | -10 | 3% | -4%
COC(=O)NCC(c1ccco1)N1CCN(c2ccc(OC)cc2)CC1 (stereo not given) | 7% | -3% | -4% | -2% | -2% | -3 | 0 | -2% | 6 | -1% | 2%
CNc1ccc2c3c(cccc13)C(=O)N(C)C2=O | 8% | -1% | -6% | -7% | -6% | 3 | -9 | -15% | -7 | -13% | -1%
CC(=O)c1n[nH]nc1Nc1nc(C)cc(C)n1 | nt | -5% | -36% | 13% | 1% | -10 | 0 | 3% | 7 | 1% | 1%
CC12CCC(C(=O)N(NC(=O)c3ccc(O)cc3)C1=O)C2(C)C (stereo not given) | 12% | -2% | -14% | 5% | 1% | 12 | -1 | -6% | 2 | 5% | 0%
O=C(Cc1ccccc1)Nc1ccccc1C(=O)Nc1ccccc1 | -2% | 1% | ? | 1% | -8% | -16 | -6 | 2% | -123* | 5% | 0%
COc1ccccc1NC1=Nc2cccc3cccc1c23 | 3% | 2% | ? | 19µM* | 4% | 24 | -2 | 9% | 15 | -1% | -1%

Nothing new here: an excerpt of the list.
smiles | uPA surface inh | NPC1 prom act | RORgamma inh | FLuc modulator | Tb PFK block | Giardia kill | Coupling enz | VP16 counter | KCNH2 3.1 inh | Rab9 promoter act | ELG1 genotox
CC(C)N(C(=O)[C@H]1C[C@H](CC(=O)NCc2cccc(C(F)(F)F)c2)C(=O)N2CCc3c([nH]c4cc(CCC(=O)N(C)C)ccc34)[C@]12C)C(C)C | ? | nt | nt | nt | 1% | 14 | nt | nt | -21 | nt | 0%
Cc1cc(NC(=O)/C=C\C(=O)O)c([N+](=O)[O-])cc1C | -9% | -2% | -15% | 4% | 5% | 19 | 6 | -4% | 15 | 1% | 0%

(continued)
smiles | uPA surface inh | NPC1 prom act | RORgamma inh | FLuc modulator | Tb PFK block | Giardia kill | Coupling enz | VP16 counter | KCNH2 3.1 inh | Rab9 promoter act | ELG1 genotox
N/C(=N\OC(=O)CCCOc1ccccc1)c1ccccc1 | 7% | 1% | ? | ? | 0% | 1 | 3 | 22% | 5 | -2% | 11%
C=Cn1cc[n+](CC(=O)c2cccs2)c1 | 13% | 6% | 6% | -1% | 0% | 10 | 0 | -8% | 5 | 2% | 10%
Cc1ccc(C(=O)NC(=S)NCc2cccnc2)cc1 | 1% | 4% | -2% | -9% | -4% | ? | 0 | -6% | 13 | -3% | 0%
CCn1c(SCC#N)nc2cc(S(=O)(=O)N3CCOCC3)ccc21 | 7% | 0% | -37% | 4% | 6% | 30 | nt | 14% | 11 | 0% | -1%
O=C(O)CNC(=O)CC1S/C(=N/N=C2/NC(=O)CS2)NC1=O (stereo not given) | -1% | 0% | -17% | 3% | 6% | 9 | 0 | -11% | 1 | -14% | -3%
COc1ccc(C2CC(Cn3cc(C#N)c(=O)n(C)c3=O)ON2C)cc1 (stereo not given) | 0% | 2% | 9% | 3% | 5% | 32[activator] | -1 | -16% | 8 | 1% | 0%
CCC(=O)N1C(=O)C2(Nc3ccccc3N2)c2ccccc21 | nt | 2% | 14% | 0% | -2% | nt | 0 | -4% | nt | 4% | -1%
CCOC(=O)c1ccc(NC2c3ncccc3C(=O)N2Cc2ccc(F)cc2)cc1 (stereo not given) | nt | -1% | 22% | -1% | -7% | 17 | -1 | -10% | -10 | 0% | 1%
CC(C)CN(CCC(=O)O)CC(C)C | -2% | 9% | 11% | 0% | 2% | -4 | 4 | 8% | 10 | -2% | 3%
O=C(CCSc1ccc(Cl)cc1)N1CCN(c2ncccn2)CC1 | -1% | ? | 35% | 19µM* | 0% | -2 | -1 | 7% | 0 | 25% | ?
CCOC(=O)c1c(Cc2ccccc2)c[nH]c1C | 6% | 0% | 20% | ? | -2% | -14 | 2 | 6% | 16 | -1% | ?
Cc1occc1-c1nnc(SCC(=O)NCc2cccs2)n1CC1CCCO1 (stereo not given) | 1% | -3% | 11% | -2% | -5% | -3 | 1 | -18% | 4 | -3% | 7%
O=C(c1cnn2c(C(F)F)cc(C3CC3)nc12)N1CCCC1 | nt | -2% | 3% | 3% | -10% | -5 | 4 | 17% | -99* | 3% | -2%
Cc1cccc(N2C(=O)N(c3ccccc3C)C3CS(=O)(=O)CC32)c1 (stereo not given) | 2% | nt | 12% | -4% | nt | -4 | -3 | -6% | -1 | nt | nt
O=C(O)C1C(C(=O)O)C1(c1ccccc1)c1ccccc1 (stereo not given) | -1% | -3% | 18% | -2% | -1% | 15 | 5 | -5% | -5 | -2% | 1%
Nc1c(C(=O)N/N=C/c2ccc([N+](=O)[O-])cc2)cnn1-c1ccccc1 | 0% | -7% | 0% | -3% | 2% | -12 | 4 | 2% | -18 | -4% | 6%
Nc1c(Cl)ncnc1N/N=C/c1cccc(O)c1 | ? | 5% | -29% | 17µM* | 2% | -12 | -1 | 1% | 28 | -3% | 2%
CCn1c(SCC(=O)Nc2cccc(C)n2)nc2c1c(=O)n(C)c(=O)n2C | -3% | -4% | 5% | -2% | -5% | 13 | 4 | -6% | -12 | -6% | -5%
Cc1onc(-c2c(Cl)cccc2Cl)c1NC(=O)NNc1ccccc1 | -14% | -9% | 11% | 1% | -6% | 1 | 4 | 3% | 32 | 0% | -3%
COc1ccccc1NC(=O)CSc1nnc(CCNC(=O)c2ccc(C)cc2)n1C | -19% | 9% | -4% | 15µM* | -10% | -20 | 2 | 0% | 5 | 25% | 6%
